PI4K2A inh: inhibitors of human PI4K2A; Q9BTU6; purified PI4K2A, ADP-Glo luminescence, 1 h; active compounds read low; AID 1346378; hit rate 0.13% among 420,000; activity change, negative = inhibition, % at 76.9 µM; in the data active = activity change below about -50%; inconclusive = mostly about -30% to -49%;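 note: -100% = wells without enzyme as full effect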
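Compounds are screened against recombinant PI4K2A using PI as substrate and ATP, the latter dispensed at 300 microM. Reactions run one hour at ambient temperature before ADP-Glo detection; full inhibition defined by wells lacking enzyme.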
Pol eta inh: inhibitors of human DNA polymerase eta; Potency, µM (titrated, usually from 114 µM), inactives show at the highest dose activity change, negative = inhibition, most hits filed as inhibitors; recombinant Pol eta, fluorescent DNA replication assay; Q9Y253; hit rate 1.2% among 390,000; note: potency is the fitted concentration of half-maximal effect; % is set by controls: 0 for no effect and ±100 for the full control effect
Target sequence (Q9Y253 whole entry, looked up): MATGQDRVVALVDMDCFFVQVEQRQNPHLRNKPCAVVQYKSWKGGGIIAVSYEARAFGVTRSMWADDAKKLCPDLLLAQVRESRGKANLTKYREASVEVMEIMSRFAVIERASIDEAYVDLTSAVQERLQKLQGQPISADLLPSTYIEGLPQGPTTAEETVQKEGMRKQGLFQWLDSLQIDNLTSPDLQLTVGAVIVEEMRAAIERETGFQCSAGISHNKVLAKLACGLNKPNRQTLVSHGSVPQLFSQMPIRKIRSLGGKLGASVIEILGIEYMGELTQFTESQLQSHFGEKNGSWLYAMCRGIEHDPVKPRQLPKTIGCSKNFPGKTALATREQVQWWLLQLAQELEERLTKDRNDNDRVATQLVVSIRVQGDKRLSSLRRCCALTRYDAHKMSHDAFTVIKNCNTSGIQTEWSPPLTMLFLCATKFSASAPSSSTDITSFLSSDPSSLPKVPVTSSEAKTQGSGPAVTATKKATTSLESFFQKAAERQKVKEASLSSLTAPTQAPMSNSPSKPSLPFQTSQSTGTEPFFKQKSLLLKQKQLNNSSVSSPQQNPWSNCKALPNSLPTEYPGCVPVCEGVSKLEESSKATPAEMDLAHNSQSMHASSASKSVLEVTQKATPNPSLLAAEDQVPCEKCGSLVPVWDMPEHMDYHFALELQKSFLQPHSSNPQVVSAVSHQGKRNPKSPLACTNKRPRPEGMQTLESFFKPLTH
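Pol eta at 10 nM preincubated with compounds 15 min at room temperature; reaction started with fluorescent substrate (50 nM final) and read kinetically at 0 and 10 min.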
Pin1 inhibitor: blocks the human prolyl isomerase Pin1 | Q13526 | Pin1 FP peptide displacement, HiFluor488, 10 min | Potency, µM (titrated, usually from 115 µM), for the others: at the highest dose activity, negative = inhibition, usual class: inhibitors | hit rate 0.009% among 390,000 | AID 504891; active = well fitted inhibition curve with a large enough effect in the polarisation, with a control signal flat, not every such curve was filed as active; inconclusive = small, poorly fitted or top-dose-only effect, or effect the other way, or a change in a side signal; inactive = no such curve, though single readings can be large or run the other way; the % refers to the polarisation; note: potency is the fitted concentration of half-maximal effect; % is set by controls: 0 for no effect and ±100 for the full control effect
Target sequence (Q13526 whole entry, looked up): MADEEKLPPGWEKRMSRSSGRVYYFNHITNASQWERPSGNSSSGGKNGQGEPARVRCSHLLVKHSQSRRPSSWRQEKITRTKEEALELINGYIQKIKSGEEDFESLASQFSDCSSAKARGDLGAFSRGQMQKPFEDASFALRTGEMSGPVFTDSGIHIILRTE
HP1b chromo inh: inhibitors of HP1-beta chromodomain binding to methylated histone tails; P83916; AlphaScreen HP1-beta / biotin-H3K9me3 peptide binding; Potency, µM (series often up to 114 µM), inactives show at the highest dose activity change, negative = inhibition, hits mostly inhibitors; hit rate 0.56% among 390,000; AID 540317; note: potency is the fitted concentration of half-maximal effect; nearly all actives have a fitted effect of over 70% in size; inactives centre near 23
Target sequence (P83916 whole entry, looked up): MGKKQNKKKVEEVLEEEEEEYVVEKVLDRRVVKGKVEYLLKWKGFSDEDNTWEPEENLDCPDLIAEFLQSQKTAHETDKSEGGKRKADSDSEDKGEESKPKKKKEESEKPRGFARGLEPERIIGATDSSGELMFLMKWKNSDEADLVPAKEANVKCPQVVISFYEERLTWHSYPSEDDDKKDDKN
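HP1-beta protein (50 nM final) preincubated 30 min at room temperature with biotinylated H3(1-18)K9me3 peptide (50 nM) in PBS pH 7.4, 0.01% Tween-20, then compound added for 30 min. AlphaScreen streptavidin donor/nickel chelate acceptor beads (10 ug/mL final), 30 min dark, luminescence read.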
JMJD2A Tudor: JMJD2A Tudor domain (human) inhibition; Potency, µM (titrated, usually from 114 µM), for the others: at the top dose activity change, negative = inhibition, most hits filed as inhibitors; hit rate 4.4% among 390,000; AID 504339; O75164; AlphaScreen JMJD2A-Tudor / H3K4me3 peptide binding; note: potency is the fitted concentration of half-maximal effect; % is set by controls: 0 for no effect and ±100 for the full control effect; nearly all actives have a fitted effect of over 50% in size
GLS inh: blocks human kidney-isoform glutaminase activity; O94925; GLS enzymatic activity, qHTS titration; Potency, µM (titrated, usually from 45.5 µM), inactives show at the highest dose activity change, negative = inhibition, actives largely listed as inhibitors; hit rate 0.21% among 410,000; note: potency is the fitted concentration of half-maximal effect; % is set by controls: 0 for no effect and ±100 for the full control effect
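Glutamate formation by hKGA was monitored fluorometrically using coupled glutamate oxidase, HRP and Amplex Red. Substrate was added as 1 mM L-glutamine solution; incubation was 30 min at RT after an initial read.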
BAZ2B inh: BAZ2B (human) inhibition. Q9UIF8. AlphaScreen BAZ2B-H3K14Ac peptide displacement. Potency, µM (series often up to 114 µM), for the others: at the highest dose activity change, negative = inhibition, hits mostly inhibitors. hit rate 4.4% among 360,000. AID 504333; note: potency is the fitted concentration of half-maximal effect; % is set by controls: 0 for no effect and ±100 for the full control effect; nearly all actives have a fitted effect of over 60% in size
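Complex of BAZ2B and biotin-H3K14Ac (50 nM apiece) forms over 30 min at RT, then faces library compounds up to 110 uM for another 30 min; AlphaScreen beads added, 20 min dark incubation, luminescence read.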
PGK inhibitor: inhibitors of T. brucei phosphoglycerate kinase; P07378; PGK/GAPDH coupled, Kinase-Glo luminescence, 60 min; Potency, µM (highest dose often 57.5 µM), for inactives: top-dose activity change, negative = inhibition, hits mostly inhibitors; hit rate 0.043% among 380,000; AID 602233; note: potency is the fitted concentration of half-maximal effect; % is set by controls: 0 for no effect and ±100 for the full control effect; nearly all actives have a fitted effect of over 60% in size
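Recombinant glycosomal PGK reaction used 1,3-bisphosphoglycerate generated in-well by GAPDH (100nM final) in 100mM TEA pH 7.6, 5mM MgCl2, 0.01% Tween-20. After 60 minutes at room temperature, ATP was read by Kinase-Glo Plus luminescence end-point.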
G9a inh: blocks human histone lysine methyltransferase G9a | Q96KQ7 | G9a H3K9 monomethylation, AlphaScreen, 2 h | Potency, µM (titrated, usually from 102 µM), for the others: at the top dose activity, negative = inhibition, most hits filed as inhibitors | hit rate 8.8% among 350,000 | AID 504332; note: potency is the fitted concentration of half-maximal effect; % is set by controls: 0 for no effect and ±100 for the full control effect; nearly all actives have a fitted effect of over 75% in size
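Enzyme 20 nM + cpd, 15 min RT; add b-H3K9 pep 500 nM / SAM 20 uM; 2 h RT; anti-H3K9me1 Ab 0.5 ug/mL + SA donor / anti-rabbit acceptor beads 20 ug/mL each, 10 min; AlphaScreen read.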
Starred values were filed as active, the others as inactive; i = inactive; ? = inconclusive; / = not tested or not shown; & = joins results of further samples; [ ] = another dose, or the depositor's remark. Unless noted, calls come from the whole dose curve; as a rule, active = well fitted curve in the direction sought with a large enough effect; inconclusive = small, poorly fitted or top-dose-only effect, or another doubt; inactive = no such curve, though single readings can be large; an effect the other way counts as inactive or inconclusive. Some of the compounds tested; rates above refer to the full screens.

SMILES	PI4K2A inh	Pol eta inh	Pin1 inhibitor	HP1b chromo inh	JMJD2A Tudor	GLS inh	BAZ2B inh	PGK inhibitor	G9a inh
COc1ccc(C(=O)Nc2cccc(NC(=O)c3ccc(OC)c(OC)c3)n2)cc1OC	4	-20%	0%	33%	-2%	-6%	13%	-8%	/
CN1C(C(=O)Nc2ccc(OC(F)(F)F)cc2)=CC(c2ccc3c(c2)OCO3)=NS1(=O)=O	3&-3	-17%&-25%	17%&-2%	13%&11%	-25%&-18%	-10%&4%	-19%&-4%	-2%&-5%	21%
COc1ccc(S(=O)(=O)N2CCCOC2CNC(=O)C(=O)NCCc2ccco2)cc1OC (centres undefined)	0	?	0%	32%	-19%	5%	-4%	7%	20%
O=S(=O)(Nc1cccc(CO)c1)c1cccs1	4	-17%	-3%	12%	-14%	12%	15%	5%	/
Cc1ccc(N(CC(=O)NC(C)C)C(=O)CCC(=O)Nc2ccccn2)c(C)c1	-3	0%	/	/	/	1%	/	-9%	/
CN1/C(=C\C(=O)COC(=O)CN2C(=O)C3CC=CCC3C2=O)C(C)(C)c2ccccc21 (centres undefined)	1	-12%	2%	37%	-9%[57.1 µM]	-6%	0%	1%	18%
O=C(Cc1cccc(C(F)(F)F)c1)NCc1cccnc1	-3	-9%	-1%	20%	-6%	2%	1%	-5%	21%
CC(C(=O)OCC(=O)NC1CCCCC1)N1C(=O)c2ccccc2C1=O (centres undefined)	-2	-7%	0%	15%	-1%	2%	/	-5%	/
CCOC(=O)N1C(=O)C2(CCCCC2)N(c2ccccc2Cl)C1=S	-4	-9%	-2%	44%[activator]	5%	21%	36%[activator]	0%	30%[59 µM]
COc1ccc(C(=O)NCc2ccccn2)cc1[N+](=O)[O-]	-5	-8%	-9%	-21%	-5%	-2%	-17%	i	0%
COc1ccc(CCNC(=O)CN2c3cccc4cccc(c34)S2(=O)=O)cc1	-3	-7%	-6%	33%	-11%	-2%	4%	-4%	-8%
Oc1ccccc1-c1nc(NCC2CCCO2)c2ccccc2n1 (centres undefined)	0	-5%	-2%	66%[activator]	19%	-3%	16%	-1%	28%[59 µM]
C=CCn1cc(C(=O)NCCCOCC)c(=O)c2cc(S(=O)(=O)N(CC)CC)ccc21	2	-10%	?	22%	-17%	19%	-6%	-9%	6%[59 µM]
C[C@@]12C(=O)Nc3cc(F)ccc3C(=O)N1[C@H]1c3cc(Br)ccc3OC[C@@H]1[C@@H]2c1ccccc1	-4	-6%	?	21%	-18%	-2%	/	0%	/
Cn1c(SCc2nnc3n2CCCCC3)nc2ccccc21	1	-4%	0%	30%	-7%	0%	6%	-6%[11.5 µM]	4%[59 µM]
O=C(CSc1nncs1)Nc1ccc2[nH]c(=O)[nH]c2c1	-12	-11%	6%	31%	-15%	10%	0%	5%	11µM*
Nc1n[nH]c(CCCO)n1	-5	-23%	-4%	40%[activator]	17%	-4%	-5%	8%	-4%[59 µM]
Cc1cc2[nH]c(=O)c(=O)[nH]c2cc1S(=O)(=O)NCc1ccccc1	-2	-12%	2%	15%[57 µM]	-1%	-8%	-3%	1%	27%
COc1ccccc1-c1noc(-c2ccc(N3CCOCC3)c([N+](=O)[O-])c2)n1	-3	-11%	0%	23%	-20%	0%	-2%	i	6%[59 µM]
CCN(Cc1ccc2c(c1)OCCO2)C(=O)CN1C(=O)NC2(CCCCC2)C1=O	-2	-19%	7%	11%	-5%	-6%	-3%	-1%	-23%[59 µM]
CCOC(=O)C1(O)CC(C)=NN1C(=O)c1cccc(Cl)c1 (centres undefined)	1	-10%	-9%	34%	-1%	-7%	0%	-7%	28%[59 µM]
COc1ccc(C(C)=NNS(=O)(=O)c2ccc(C)cc2)cc1OC	12	-8%	/	/	/	-1%	/	-5%	/
CCCN(CCC)C(=O)C1CC(=O)OC12CCOC(C)(C)C2 (centres undefined)	-1	-13%	5%	39%[activator]	-7%	10%	5%	i	6%[59 µM]
COc1ccc(C2/C=C\CN(S(=O)(=O)c3cccc4cccnc34)CC(=O)N2Cc2ccc(F)cc2)cc1 (centres undefined)	-4	-13%	25%&8%	45%&26%[activator]	-14%&-15%	19%	-12%	-5%	11%[59 µM]
CCn1c(SCC(=O)Nc2ccc3c(c2)OCO3)nc2c(c1=O)SC(C)C2 (centres undefined)	-4	-9%	3%	9%	-28%	7%	-28%	-8%	-44%[59 µM]

Brought forward from above: 4 entries, followed by the next part.
SMILES	PI4K2A inh	Pol eta inh	Pin1 inhibitor	HP1b chromo inh	JMJD2A Tudor	GLS inh	BAZ2B inh	PGK inhibitor	G9a inh
COc1ccc(C(C)=NNS(=O)(=O)c2ccc(C)cc2)cc1OC	12	-8%	/	/	/	-1%	/	-5%	/
CCCN(CCC)C(=O)C1CC(=O)OC12CCOC(C)(C)C2 (centres undefined)	-1	-13%	5%	39%[activator]	-7%	10%	5%	i	6%[59 µM]
COc1ccc(C2/C=C\CN(S(=O)(=O)c3cccc4cccnc34)CC(=O)N2Cc2ccc(F)cc2)cc1 (centres undefined)	-4	-13%	25%&8%	45%&26%[activator]	-14%&-15%	19%	-12%	-5%	11%[59 µM]
CCn1c(SCC(=O)Nc2ccc3c(c2)OCO3)nc2c(c1=O)SC(C)C2 (centres undefined)	-4	-9%	3%	9%	-28%	7%	-28%	-8%	-44%[59 µM]
O=C(Cc1nc(-c2cnccn2)no1)NNC(=O)Nc1ccccc1	1	-18%	9%	8%	-6%	-11%	3%	-1%	/
CCn1c(SCc2ccccc2)nc2c(c1=O)SCC2	0	-2%	-2%	-12%	?	2%	-36%	6%	?
CN1CCC[C@H]1CCNC(=O)c1c(-c2ccsc2)sc2ccccc12	-2	-5%	-3%	24%	-24%	11%	/	-5%	/
Cc1ccc(C)c(S(=O)(=O)c2cn(C)c3cc(N4CCCCC4C)c(F)cc3c2=O)c1 (centres undefined)	-3	-15%	21%	34%	-24%	-1%	-8%	-5%	-13%[59 µM]
COc1ccccc1C(=O)NC1CC(C)(C)NC(C)(C)C1	-18	-9%	5%	30%	-3%	1%	-28%	-4%	27%[59 µM]
CCOc1ccc(CCNC(=O)C2CCC(CNS(=O)(=O)c3ccc(Cl)cc3)CC2)cc1OCC (centres undefined)	-1	-4%	4%	12%	-4%	12%	2%	5%	6%[59 µM]
CS(=O)(=O)c1ccc(NCCc2ccc(S(N)(=O)=O)cc2)c([N+](=O)[O-])c1	-14	-15%	-12%	6%	-3%	-2%	-6%	-1%	-35%
NNC(=O)CCN1CCN(C(c2ccccc2)c2ccccc2)CC1	20	-5%	-3%	26%	-25%	-2%	-28%	i	2%
COc1cccc(/C=N/n2c(N)nc3ccccc32)c1OC	0	1%	5%	9%	-16%	0%	-13%	-6%[11.5 µM]	-25%[12.7 µM]
CCOC(=O)c1ccc(N2C(=O)[C@@H](c3ccccc3)[C@H]2c2ccccc2)cc1	0	-19%	6%	48%[activator]	8%	-3%	-2%	-8%	11%[2.33 µM]
Cc1cc(-n2c(C)cc(C(=O)CSc3ncnc4ccccc34)c2C)no1	-5	-11%	27%	17%	-5%	6%	0%	2%	20%[59 µM]
COc1cc(NC(=O)N[C@H](C(=O)O)C(C)C)cc(OC)c1	-4	-4%	1%	35%[activator]	-8%	2%	-22%	-8%	18%[59 µM]
CCOc1ccc(CC(=NCCO)C2=C(O)CC(C)(C)CC2=O)cc1OCC	-6	-17%	4%	32%[activator]	-12%	0%	-6%	i	?
O=[N+]([O-])c1ccc(Nc2ccc3ccccc3c2)nc1	-5	-11%	8%	18%	-15%	7%	6%	/	12%[59 µM]
CN1C(=O)/C(=C/c2ccc(O)c([N+](=O)[O-])c2)N(C)C1=S	-6	9%	-2%	-35%	?	10%	22%	-6%	/
N#Cc1ccc(NC(=O)c2sc3cc(C(F)(F)F)cnc3c2-c2cccs2)cc1	3	-18%	-1%	25%	2%	0%	11%	4%	7%
N#Cc1c(NC(=O)c2ccccc2)sc2c1CCCCC2	-8	-7%	5%	9%	-12%	7%	13%	-1%	11%[59 µM]
CCOC(=O)Cc1cc(=O)n2[nH]c(C)c(-c3ccc(Cl)cc3)c2n1	-7	-4%	0%	25%	-26%	-4%	9%	-5%	/
CCC1CCCCN1C(=O)CSc1nnc(CNC(=O)COc2ccc(Cl)cc2)o1 (centres undefined)	-2	-12%	?	68%[activator]	-12%	2%	4%	3%	-29%
Cc1ccc2nc(CSc3nnc(-c4ccncc4)n3C)cc(=O)n2c1	-2	-14%	?	39%[activator]	-7%	49%[activator]	-17%	-4%	40µM*
CCOc1cc(CNC(=O)CN2CCSc3ccccc32)cc(OCC)c1OCC	-7	-21%	-4%	15%[57 µM]	-33%	3%	-30%	-4%	-43%[59 µM]
COc1cc2c(cc1OC)C(O)=CC(=O)C2=O	-7	3%	/	/	/	6%	/	-9%	/

Given in markdown: part of the list above.
| structure | PI4K2A inh | Pol eta inh | Pin1 inhibitor | HP1b chromo inh | JMJD2A Tudor | GLS inh | BAZ2B inh | PGK inhibitor | G9a inh |
| --- | --- | --- | --- | --- | --- | --- | --- | --- | --- |
| CCn1c(SCc2ccccc2)nc2c(c1=O)SCC2 | 0 | -2% | -2% | -12% | ? | 2% | -36% | 6% | ? |
| CN1CCC[C@H]1CCNC(=O)c1c(-c2ccsc2)sc2ccccc12 | -2 | -5% | -3% | 24% | -24% | 11% | / | -5% | / |
| Cc1ccc(C)c(S(=O)(=O)c2cn(C)c3cc(N4CCCCC4C)c(F)cc3c2=O)c1 (centres undefined) | -3 | -15% | 21% | 34% | -24% | -1% | -8% | -5% | -13%[59 µM] |

Screening results from PubChem BioAssay.
